OXTR potentiate – human OXTR potentiators, primary screen, fluorescence, CHO-OTR cells, Fluo-8 calcium. Oxytocin receptor (Homo sapiens), P30559. Fluo-8 calcium fluorescence, potentiator mode; 0% = oxytocin EC15, 100% = EC100. activation, % at 3 µM. hit rate 0.061% among 320,000. AID 2445, 2010;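 active = activation above that plate's cutoff, the mean activation of tested compounds plus 3 SD, cut at about 6.6% in these data, passing the limit was not always enough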;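 note: 100% uses oxytocin at 75 nM as the full agonist control; some results filed as inactive read as strong as hits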
Target sequence (P30559 whole entry, looked up): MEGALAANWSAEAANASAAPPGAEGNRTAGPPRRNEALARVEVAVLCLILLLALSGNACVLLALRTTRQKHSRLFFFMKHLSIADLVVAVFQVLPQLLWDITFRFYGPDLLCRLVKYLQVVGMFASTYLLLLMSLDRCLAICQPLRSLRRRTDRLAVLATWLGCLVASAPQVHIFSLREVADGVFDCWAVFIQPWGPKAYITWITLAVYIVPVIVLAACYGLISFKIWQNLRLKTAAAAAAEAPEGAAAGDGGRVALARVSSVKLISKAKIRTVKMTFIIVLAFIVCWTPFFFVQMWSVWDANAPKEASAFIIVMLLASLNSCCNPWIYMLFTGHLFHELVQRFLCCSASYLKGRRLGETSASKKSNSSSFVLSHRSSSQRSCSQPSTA
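System: human OTR in CHO cells / Also added: sub-maximal oxytocin, roughly EC15 / Control set: EC15 oxytocin low, 75 nM oxytocin high / Schedule: 6 min compound pre-incubation at room temperature, 100 s kinetic read / Compound: single-point 3.0 µM / Replication: singlicate / Technique: Fluo-8 calcium dye fluorescence / Read-out basis: % activation of max/min ratio relative to oxytocin controls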
CHO-K1 Ca antag – M1 antagonist counterscreen hit in parental CHO-K1 cells | inhibition, % at 3 µM | hit rate 0.6% among 360,000 | ATP-induced calcium, Fluo-8 fluorescence | AID 602250;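 active = inhibition above a per-plate cutoff, the plate's mean sample inhibition plus 3 SD, cut at about 24% in these data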;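 note: 0% = DMSO plus EC80 ATP and 100% = DMSO alone without ATP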
GPR7 antagonist – GPR7 receptor antagonists, primary screen, cell-based, fluorescence, single concentration; Neuropeptides B/W receptor type 1 (Homo sapiens), P48145; hit rate 1.1% among 290,000; AID 1861, 2009; inhibition, % at 4.4 µM; GPR7-expressing cells, fluorescence antagonist assay; in the data active = inhibition above about 16%, passing the limit was not always enough;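 note: cells stimulated with the agonist NPW; 0% = agonist with vehicle and 100% = vehicle without agonist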
V1aR counter – agonists of human V1a receptor, primary screen, counter-screen for OXTR agonist project, fluorescence, CHO-V1R cells; Vasopressin V1a receptor (Homo sapiens), P37288; Fluo-8 calcium fluorescence, agonist mode; 0% DMSO, 100% 3 nM vasopressin; activation, % at 3 µM; hit rate 0.25% among 320,000; AID 2797, 2010;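 active = activation above the mean activation of all tested compounds plus 3 SD, per screening run, cut at about 20% in these data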;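 note: signal is peak over basal fluorescence ratio across a 100 second FLIPR read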
Target sequence (P37288 whole entry, looked up): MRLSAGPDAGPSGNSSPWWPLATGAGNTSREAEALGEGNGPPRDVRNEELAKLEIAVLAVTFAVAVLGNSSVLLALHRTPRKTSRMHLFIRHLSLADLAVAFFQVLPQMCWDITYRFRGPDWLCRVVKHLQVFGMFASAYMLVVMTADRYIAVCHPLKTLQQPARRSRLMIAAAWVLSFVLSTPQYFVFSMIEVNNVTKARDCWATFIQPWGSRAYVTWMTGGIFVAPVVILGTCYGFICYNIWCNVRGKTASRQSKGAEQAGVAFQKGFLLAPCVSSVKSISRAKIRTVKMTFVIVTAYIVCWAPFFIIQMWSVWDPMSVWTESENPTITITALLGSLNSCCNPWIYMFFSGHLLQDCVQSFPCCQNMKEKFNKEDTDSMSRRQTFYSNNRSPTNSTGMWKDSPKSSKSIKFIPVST
M1 PAM parental – nonselective calcium activators in parental CHO-K1 cells, primary screen, counter-screen for M1 PAM project, cell-based, Fluo-8 calcium fluorescence, full deck, 1536-well; ATP EC20; 0% at ATP EC20, 100% at ATP max; activation, % at 3 µM; hit rate 0.02% among 360,000; AID 602247, 2012;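 active = activation above the run cutoff, the mean activation of all test compounds plus 3 SD, cut at about 40% in these data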;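 note: peak over basal fluorescence ratio in a 140 s read after ATP addition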
TAAR1 antag – human TAAR1 antagonists, primary screen, Fluo-8 calcium fluorescence, CHO RD-HGA16 cells. Trace amine-associated receptor 1 (Homo sapiens), Q96RJ0. antagonist. inhibition, % at 3 µM. hit rate 1.5% among 360,000. AID 624466, 2012;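 active = inhibition above a per-plate cutoff, the mean inhibition of test compounds on that plate plus 3 SD, cut at about 49% in these data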;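 note: 0% = DMSO plus EC80 beta-PEA response and 100% = DMSO alone without agonist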
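Test system: CHO RD-HGA16 cells bearing hTAAR1 | Reagent: β-PEA, EC80 | Compound dosing: 3 µM, single point | Schedule: Dye loading 75 min at 37 °C, then 30 min room temperature | Signal: Calcium fluorescence with Fluo-8 | Evaluation: Percent inhibition of PEA-evoked calcium signal, max/basal emission ratio | Control set: DMSO-only wells and EC80 β-PEA-stimulated wells | Repeats: Singlicate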
M1 ag parental – counter-screen for M1 agonists: effect in parental CHO-K1 cells. AID 602248, 2012. activation, % at 3 µM. Fluo-8 calcium fluorescence; scaled to maximal ATP response, vehicle zero. hit rate 0.48% among 360,000; in the data active = activation above about 15%;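 note: untransfected CHO-K1 host cells lacking M1 receptor as counterscreen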
CHO parental Ca – ATP-evoked calcium signal inhibitors, parental CHO, primary screen, counter-screen for OX1R antagonist project, cell-based, fluorescence, Fluo-8 calcium dye; parental CHO-K1, ATP-induced calcium, Fluo-8 fluorescence; inhibition, % at 5.6 µM; hit rate 0.63% among 330,000; AID 463079, 2010;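 active = inhibition above that plate's mean sample inhibition plus 3 SD, cut at about 26% in these data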;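 note: 0% = ATP-challenged DMSO wells and 100% = DMSO wells without ATP; some compounds past the cut are filed as inactive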
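Assay system: parental CHO cells; Read-out basis: percent inhibition of ATP-evoked calcium rise, normalized to controls; Benchmarks: ATP and no-ATP DMSO wells; Compound dosing: single nominal dose of 5.6 µM per compound; Signal: Fluo-8 calcium dye fluorescence; Also added: ATP as calcium-mobilizing challenge; Repeats: singlicate.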
OXTR ag – human OXTR agonists, primary screen, fluorescence, CHO-OTR cells, Fluo-8 calcium; Oxytocin receptor (Homo sapiens), P30559; Fluo-8 calcium fluorescence; normalized: DMSO 0%, oxytocin 100%; activation, % at 3 µM; hit rate 0.32% among 320,000;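 active = activation above the mean of all tested compounds plus 3 SD, cutoff set per screening run, cut at about 20% in these data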;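 note: peak over basal fluorescence ratio from a 100 s FLIPR kinetic read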
Starred values were filed as active, the others as inactive; nt = not tested or not shown.

Sample of the layout:
SMILES	OXTR potentiate	CHO-K1 Ca antag	GPR7 antagonist	V1aR counter	M1 PAM parental	TAAR1 antag	M1 ag parental	CHO parental Ca	OXTR ag
Cc1cc(C)c2cc(CN(CCN3CCCC3)C(=O)Nc3ccc(F)cc3)c(=O)[nH]c2c1	-9	-5	-6	-1.1	11	-28	-0.2	-32	-1.6
Cc1ccc(S(=O)(=O)Nc2ccc(-c3ccc4nncn4n3)cc2)cc1	-12	21	nt	2.2	-24	-24	0.3	-1	1.8

The listing, previewed entries included:
SMILES	OXTR potentiate	CHO-K1 Ca antag	GPR7 antagonist	V1aR counter	M1 PAM parental	TAAR1 antag	M1 ag parental	CHO parental Ca	OXTR ag
Cc1cc(C)c2cc(CN(CCN3CCCC3)C(=O)Nc3ccc(F)cc3)c(=O)[nH]c2c1	-9	-5	-6	-1.1	11	-28	-0.2	-32	-1.6
Cc1ccc(S(=O)(=O)Nc2ccc(-c3ccc4nncn4n3)cc2)cc1	-12	21	nt	2.2	-24	-24	0.3	-1	1.8
COc1ccc(Cl)c(-c2cc(C(=O)NCc3ccco3)[nH]n2)c1	nt	-2	nt	nt	15	-5	2.1	nt	nt
C#CCN1CCc2onc(-c3ccccc3OC)c2C1=O	nt	-16	nt	nt	27	-20	2.1	nt	nt
CCOc1cc2[nH]c(=S)n(CCN3CCCCC3CC)c(=O)c2cc1OCC (stereo unspecified)	-1	2	-7	-1.2	9	4	-0.1	-17	0.1
COC(=O)C1=C(C)N(Cc2ccco2)C(=O)/C1=C\c1ccc([N+](=O)[O-])cc1	-5	8	1	3.7	19	1	17*	3	4.6
O=C(COc1cccc(F)c1)N1c2ccccc2Sc2ccccc21	-7	2	-14	0.4	11	nt	0.1	-29	-1.9
CCOC(=O)C1=C(COC(=O)/C=C/c2cccc(OC)c2)NC(=O)NC1C (stereo unspecified)	-11	14	7	3.0	-5	67*	7.8	-17	3.1
COc1ccc(NC(C)=O)cc1NC(C)C(=O)Nc1cccc2ccccc12 (stereo unspecified)	0	-4	9	-1.0	21	11	0.6	-4	0.1
Cc1ccc(N/C(SCc2ccccc2C)=C(/C#N)C(=O)NCc2ccco2)cc1C	-10	6	-6	1.6	5	64*	1.9	-23	2.2
CCc1ccc(S(=O)(=O)N2CCN(c3ccccc3OC)CC2)cc1	-21	-9	-8	0.6	-12	15	-0.3	-7	-2.1
CC1CCc2c(sc3nc(C(C)(C)C)nc(N4CCN(C(=O)CCl)CC4)c23)C1 (stereo unspecified)	-13	4	15	-0.2	13	-61	0.6	-8	-1.9
O=C(NCC(=O)N1CCOCC1)c1ccc(Cl)c(Cl)c1	-2	-7	nt	0.3	6	-18	0.1	-1	1.7
COc1ccc(CNCCC(c2ccccc2)c2ccc(OC(C)C)cc2)cc1OC (stereo unspecified)	-16	0	26	7.5	-8	24	8.9	-5	13
COc1ccccc1OCC(=O)Nc1ccc(-c2nnc(-c3ccco3)o2)cc1	-1	-11	-7	0.3	1	1	0.4	-15	0.7
Cc1[nH]c2c(C)cccc2c(=O)c1Br	3	15	-11	1.5	-4	-2	-0.3	3	1.5
COc1ccc(CCN=C(N)NS(=O)(=O)c2cccs2)cc1OC	-1	-1	-15	1.0	14	5	-0.2	-1	-0.1
COc1cc(NC(=O)COn2nnc3ccc(S(C)(=O)=O)cc32)cc(OC)c1	-21	-7	-1	0.1	9	3	1.8	-3	0.0
O=C(O)CCCC(=O)OCc1c(-c2ccccc2)ncc2ccccc12	0	-11	nt	0.3	11	0	0.5	-9	0.0
O=C(Nc1cccc(O)c1)c1ccc(C(F)(F)F)cc1	-9	0	3	-0.1	-4	23	0.0	-11	-1.2
OCC1OC(n2cnc3c(N4CCCCC4)ncnc32)C(O)C1O (stereo unspecified)	nt	-11	nt	nt	5	8	0.3	nt	nt
C=CCN(CC=C)C(=O)C1CCN(S(=O)(=O)c2ccc(N3CCCC3=O)cc2)CC1	-4	-14	1	4.1	7	-16	4.9	-8	2.5
O=C(Nc1cc(C(F)(F)F)ccc1-n1cncn1)c1ccc(F)cc1Cl	-2	-4	nt	-1.4	14	-5	1.7	-7	-2.3
CCOc1ccc(C(O)Cc2nc3ccccc3n2C)cc1 (stereo unspecified)	-1	-9	-3	-0.4	13	8	0.2	-13	-1.0
Cc1cc(C)nc(NS(=O)(=O)c2ccc(NC(=O)Cc3ccccc3)cc2)n1	-4	24*	-5	0.1	-10	9	4.9	-13	0.1

Next entries follow:
SMILES	OXTR potentiate	CHO-K1 Ca antag	GPR7 antagonist	V1aR counter	M1 PAM parental	TAAR1 antag	M1 ag parental	CHO parental Ca	OXTR ag
CCOc1ccc(Br)cc1S(=O)(=O)NCC(c1ccc(OC)cc1)N1CCOCC1 (stereo unspecified)	nt	-15	nt	nt	11	3	0.5	nt	nt
CCCCCOc1ccc(/C(C)=N/NC2=NCCN2)cc1	-8	-6	-4	5.2	5	-11	0.5	-5	4.5
COc1ccc(S(=O)(=O)N2CCC(C(=O)NCc3cccnc3)CC2)cc1C	-7	-12	20	-0.2	-5	-10	-0.9	-14	-1.0
Cc1cccnc1NC(=O)CCc1nnc2ccc(NCc3ccco3)nn12	-5	-14	-15	0.1	19	-4	0.5	-10	0.4
COc1cccc2c3c(c(=O)[nH]c12)CC(C)(C)O3	-3	-6	nt	-0.9	12	-29	0.0	-6	-2.0
O=C(N/N=C/c1ccc(N2CCOCC2)o1)c1cccc(C(F)(F)F)c1	-6	7	-6	-0.3	6	10	0.5	-6	-0.6
Cc1c(C(=O)NCc2ccc(F)cc2)sc(=O)n1Cc1ccc(C(=O)c2ccccc2)cc1	nt	6	nt	nt	0	54*	0.2	nt	nt
COc1ccc(CCNC(=O)c2cc3c(=O)n(C)c4ccccc4c3n2C)c(OC)c1	-28	-1	-3	-0.5	10	13	0.8	-13	-2.3
O=[N+]([O-])c1ccc(Cl)cc1N/N=C/c1ccncc1	-3	-8	-8	-0.3	13	-27	0.7	-6	0.0
O=C1CSC(=O)N1CCOCCN1C(=O)CSC1=O	-6	-7	-15	0.9	15	-9	0.3	-10	4.0
Cc1cccc(C(=O)Nc2nnc(-c3ccc(C(C)(C)C)cc3)s2)c1	-7	-1	11	0.3	12	5	0.4	0	0.3
O=C(Nc1ccc2ncccc2c1)c1ccccc1Br	-8	-3	-17	-0.3	23	nt	1.6	-11	-2.5
Cc1nn(C)c(C)c1NS(=O)(=O)c1c(C)n[nH]c1C	-2	-7	nt	1.2	-1	-14	0.0	-14	3.2
Cc1oc(-c2ccccc2)cc1C(=O)NCc1ccncc1	-4	4	-8	-1.7	8	-33	1.6	-28	-0.6
CCCCN1C(=O)C(CC(=O)NCCc2ccccn2)CC(C(=O)N(C(C)C)C(C)C)=C1C (stereo unspecified)	nt	-10	nt	nt	10	-15	-0.1	nt	nt
COC(=O)c1ccc(OC(=O)C2CC(=O)N(c3ccc(C)cc3C)C2)cc1 (stereo unspecified)	-7	-15	0	0.9	24	-4	1.8	-7	0.9
O=C(CSc1nnc(-c2cccs2)n1-c1ccccc1)NCc1ccco1	-5	9	-10	-1.0	-5	-6	-0.1	-17	-1.9
Cc1nn(C(=O)CCC(=O)NCc2cccc(F)c2)c2ccccc12	2	-12	-8	0.3	-9	-2	0.3	0	1.1
COc1ccc(CCNC(=O)CCC(=O)N2CC(C)Oc3ccccc32)cc1OC (stereo unspecified)	0	20	4	-1.1	-9	-23	0.4	-13	0.1
O=C(OCC(=O)c1ccc(Cl)cc1Cl)c1cnccn1	-6	-8	2	1.0	-3	0	0.7	-4	0.4
O=C(O)c1ccc(CSc2ncnc3c2cnn3Cc2ccccc2)cc1	-10	-14	12	4.5	13	14	2.1	-4	11
Cc1ccc(C(=O)NCCc2nnc3ccc(SCC(=O)Nc4ccccc4C)nn23)cc1	-4	-3	-6	-0.3	14	15	0.0	-19	-1.7
C=CCn1c(SCc2nc3ccccc3[nH]2)nnc1-c1cccc(OC)c1	-9	-16	-8	4.5	4	4	5.8	-14	4.0
Cc1ccc(S(=O)(=O)CCC(=O)c2cccc([N+](=O)[O-])c2)cc1	-11	10	20	1.2	-9	19	0.9	17	0.5
COc1ccc(N2C(=O)CSC2c2ccc([N+](=O)[O-])cc2)cc1 (stereo unspecified)	-16	-1	14	4.5	9	-1	7.2	3	2.3

Continued.
SMILES	OXTR potentiate	CHO-K1 Ca antag	GPR7 antagonist	V1aR counter	M1 PAM parental	TAAR1 antag	M1 ag parental	CHO parental Ca	OXTR ag
CCc1nnc(NS(=O)(=O)c2ccc(NC(=O)c3cccc(OC)c3)cc2)s1	1	-13	-14	0.8	13	6	1.4	4	0.6
COc1ccccc1N(C(=O)Cn1nnc2ccccc21)C(C(=O)NCc1ccco1)c1ccc(C)o1 (stereo unspecified)	-15	-12	27*	5.9	14	12	5.3	-14	4.6
COc1cc(F)ccc1-c1csc(C(NC(C)=O)c2ccc(F)c(F)c2)n1 (stereo unspecified)	nt	-21	nt	nt	19	-15	0.2	nt	nt
CCc1nnc(NC(=O)CN2C(=O)CCC2=O)s1	-6	0	-7	-0.2	6	-24	0.2	-6	-0.4
CCCCc1c(-c2ccccc2OC)ncn1CCc1cccc(F)c1	nt	-1	nt	nt	5	43	5.7	nt	nt
COc1cc(C(=O)N/N=C/c2coc3ccc(Cl)cc3c2=O)ccc1O	-7	-5	31*	11	11	-10	0.7	1	6.3
C=CCOc1ccccc1CN1CCC(n2nccc2NC(=O)c2ccccc2)CC1	-5	12	-1	1.6	-3	-14	0.9	-23	-0.9
COc1cc(OC)cc(-c2cc3nc(C)c(CCC(=O)NCc4ccccc4)c(C)n3n2)c1	-16	-8	-6	-1.9	2	-43	-0.3	-21	-2.6
CN(C)c1ccc(C2NC(=O)c3ccccc3N2)cc1 (stereo unspecified)	-7	9	14	0.8	-9	12	-0.3	-15	-0.5
CC(=O)N1CCCc2cc(S(=O)(=O)Nc3ccccc3C)ccc21	-4	-15	-10	4.4	17	14	4.3	-19	2.1
COc1ccc(C(=O)N/C(=C/c2cccs2)C(=O)NN)cc1OC	-8	-8	-2	1.1	14	21	4.7	-9	-0.1
CCc1nnc(SCCSc2nnc(CC)n2N)n1N	-11	-3	-6	0.9	4	6	0.7	-1	2.0
COCCNC(=O)C(=O)N/N=C(\C)CC(=O)Nc1cccc(C(F)(F)F)c1	-1	3	-12	0.8	0	-9	0.4	-12	-1.6
